ADAM17 inh – inhibitors of human ADAM17; P78536; recombinant ADAM17, EDANS/DABCYL FRET peptide cleavage; inhibition, % at 6.95 µM; hit rate 0.83% among 370,000;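 active = inhibition above the mean of compounds lying between control limits plus 3 SD, set per campaign, cut at about 8.5% in these data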;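 note: 0% = DMSO-only wells as the low control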
Target sequence (P78536 215-824 limits assumed): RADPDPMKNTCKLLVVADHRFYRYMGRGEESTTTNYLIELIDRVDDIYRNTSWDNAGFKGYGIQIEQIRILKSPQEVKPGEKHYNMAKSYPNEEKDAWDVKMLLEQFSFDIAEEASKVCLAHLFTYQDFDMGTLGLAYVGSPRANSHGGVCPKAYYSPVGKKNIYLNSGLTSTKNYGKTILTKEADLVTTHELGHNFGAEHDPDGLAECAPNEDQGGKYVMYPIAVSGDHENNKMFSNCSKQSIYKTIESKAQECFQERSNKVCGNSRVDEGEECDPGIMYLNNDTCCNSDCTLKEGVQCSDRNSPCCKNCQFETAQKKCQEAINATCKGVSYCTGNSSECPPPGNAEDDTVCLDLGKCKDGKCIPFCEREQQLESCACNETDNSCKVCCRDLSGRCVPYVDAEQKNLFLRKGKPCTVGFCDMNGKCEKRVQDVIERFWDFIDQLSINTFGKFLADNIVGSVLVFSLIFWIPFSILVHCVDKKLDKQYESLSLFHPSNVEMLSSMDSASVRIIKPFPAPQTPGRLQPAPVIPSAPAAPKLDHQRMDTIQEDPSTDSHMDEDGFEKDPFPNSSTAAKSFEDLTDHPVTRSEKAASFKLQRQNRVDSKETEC
DAX1 inh-1 – NR0B1 (DAX1) inhibition. hit rate 0.99% among 340,000. P51843. AID 504766. inhibition, % at 6.75 µM. HEK293 Gal4-DAX1 luciferase reporter, luminescence;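 active = inhibition above the mean over all tested compounds plus 3 SD, cut at about 4.2% in these data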;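 note: 0% = DAX1-transfected cells with DMSO and 100% = empty-vector control cells with DMSO; inhibition shows as a rise in luminescence from relieved DAX1 repression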
PLC-gamma1 inh – PLC-gamma1 (human) inhibition, primary screen; AID 720700; inhibition, % at 12.2 µM; purified PLC-gamma1, fluorogenic substrate, fluorescence; P19174; hit rate 0.84% among 370,000; in the data active = inhibition above about 9.5%
hcDAF-12 act – activates DAF-12 receptor from parasite H. contortus | HEK293 hcDAF-12 lit1-tk-luc reporter, luminescence; 0% DMSO, 100% Δ7-dafachronic acid | activation, % at 6.8 µM | hit rate 1.4% among 370,000;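 active = activation above the mean of all tested compounds plus 3 SD, cut at about 5.5% in these data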;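 note: 100% = response to 3 µM Δ7-dafachronic acid high control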
MBD2 DNA inh – MBD2-methylated oligo binding inhibition. Q9UBB5. TR-FRET, MBD2 binding to methylated oligonucleotide. inhibition, % at 4.4 µM. hit rate 0.31% among 370,000. AID 686964; in the data active = inhibition above about 13%
Target sequence (Q9UBB5 whole entry, looked up): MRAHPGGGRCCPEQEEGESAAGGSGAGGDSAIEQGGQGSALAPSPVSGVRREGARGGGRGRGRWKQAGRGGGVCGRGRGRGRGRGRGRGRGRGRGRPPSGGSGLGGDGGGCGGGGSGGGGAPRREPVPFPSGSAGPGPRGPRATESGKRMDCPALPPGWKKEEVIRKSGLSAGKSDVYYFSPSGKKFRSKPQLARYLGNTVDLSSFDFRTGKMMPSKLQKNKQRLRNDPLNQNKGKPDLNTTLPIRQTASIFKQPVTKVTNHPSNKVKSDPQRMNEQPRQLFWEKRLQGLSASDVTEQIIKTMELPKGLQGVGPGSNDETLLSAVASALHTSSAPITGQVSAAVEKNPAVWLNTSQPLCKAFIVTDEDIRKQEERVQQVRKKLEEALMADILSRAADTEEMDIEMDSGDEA
DAX1 inh-2 – inhibitors of DAX1 repression of SF-1 activated StAR promoter | hit rate 1.1% among 370,000 | HEK293T StAR-luciferase reporter, SF-1/DAX-1 repression relief | inhibition, % at 6.8 µM | AID 652010;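 active = inhibition above the mean over all tested compounds plus 3 SD, cut at about 3.6% in these data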;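 note: 0% = DAX-1 cells with DMSO and 100% = cells lacking DAX-1 with DMSO; higher inhibition means more luminescence from relief of DAX-1 repression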
PLC-beta3 inh – blocks human PLC-beta3 enzyme activity | Q01970 | hit rate 0.18% among 370,000 | Purified PLC-beta3, fluorogenic substrate, fluorescence | inhibition, % at 12.2 µM; in the data active = inhibition above about 11%;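 note: 0% = median of compound wells on plate and 100% = full blocker control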
Rev-erbA mod – Rev-erb alpha (human) modulation | P20393 | Rev-erbα–FITC-DNA binding, fluorescence polarization, 90 min | activity, % at 10 µM | hit rate 0.79% among 370,000 | AID 1259318;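 active = activity above about 14%, limit read from the data; passing the limit was not always enough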;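 note: 0% = DMSO wells with 35 nM protein and 100% = DMSO wells with 750 nM protein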
SMARCA2 act – SMARCA2 function activation, primary screen; MG213 cells, MMTV-luciferase reporter, dexamethasone, overnight; activation, % at 9.1 µM; hit rate 1% among 370,000; AID 652017; in the data active = activation above about 7.8%;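 note: 0% = vehicle wells and 100% = reference activator wells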
hgDAF-12 ag – agonists of H. glycines DAF-12 nuclear receptor. hit rate 1.8% among 370,000. activation, % at 6.8 µM. HEK293 GAL4-hgDAF12 UAS-luciferase reporter, agonist luminescence; normalized to butyrate control. AID 687014;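 active = activation above a cutoff set at the mean of all screened compounds plus 3 SD, cut at about 10% in these data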;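 note: 0% = DMSO wells and 100% = sodium butyrate wells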
ssDAF-12 act – activates DAF-12 receptor from parasite S. stercoralis; HEK293 ssDAF-12/GRIP1 lit1-tk-luc reporter, luminescence; % of 3 µM dafachronic acid response; AID 652126; hit rate 1% among 370,000; activation, % at 6.8 µM;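 active = activation above the mean over all tested compounds plus 3 SD, cut at about 0.9% in these data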;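 note: 0% = DMSO-only wells and 100% = 3 µM delta7-dafachronic acid wells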
An asterisk follows results filed as active; . = no result given; & = joins results of further samples. Compounds were not picked by outcome. About 7.4% of those tested had a hit in this group.

The line under a structure holds: ADAM17 inh	DAX1 inh-1	PLC-gamma1 inh	hcDAF-12 act	MBD2 DNA inh	DAX1 inh-2	PLC-beta3 inh	Rev-erbA mod	SMARCA2 act	hgDAF-12 ag	ssDAF-12 act
CCc1ccc(C2(C)SC(NC(C)=O)=NN2C(C)=O)cc1 (stereo not drawn)
    5	0.7	13*	-0.8	0	0.6	7	-3	-3	-1.0	-1.2
CCC(Oc1ccccc1)C(=O)NC1C(=O)N2C1SC(C)(C)C2C(=O)O (stereo not drawn)
    0	-0.3	-2	-0.6	2	0.2	1	3&-2	-1	-2.7	-1.1
O=C(O)C1CCCCC1C(=O)NCc1ccccn1 (stereo not drawn)
    1	1.1	-1	-1.0	-3	0.8	3	0	-2	0.4	-0.7
Clc1ccc(-c2nnc(SCc3nc4ccccc4[nH]3)o2)c(Cl)c1
    -12	-0.3	-20	2.2	2	-0.6	-23	11	1	-0.6	-0.2
CCCCNC(=O)N(c1c(N)n(Cc2ccccc2)c(=O)[nH]c1=O)C1CCCC1
    -4	1.5	7	-0.3	-6	0.1	0	-1	0	3.5	-1.1
COc1ccc(CCNC(=O)c2cc(S(=O)(=O)N3CCc4ccccc43)ccc2F)cc1OC
    -22	1.6	-12	-3.1	-2	-1.3	-16	-1	2	-2.9	-2.0
O=S(=O)(NCC(c1cccnc1)N1CCN(c2ccccc2)CC1)c1cccs1 (stereo not drawn)
    -2	1.2	-3	-1.3	2	-0.2	-1	-5	0	-0.3	-1.0
CC1CC(OCC(O)CN2CCCCC2C)CC(C)(C)C1 (stereo not drawn)
    -4	-0.2	5	-0.6	-2	0.4	-2	-3	-1	1.4	-0.6
COc1nc(N)nc2nc[nH]c12
    2	0.3	4	-1.6	0	1.1	2	0	3	0.0	-1.1
N#Cc1c[nH]n2c(=O)cc(Cc3ccccc3)nc12
    -7	-1.0	-3	-1.1	3	0.2	-2	1	-2	0.3	-1.1
CCCCn1cc(S(=O)(=O)c2ccccc2)c(=O)c2cc(C)ccc21
    -2	-0.3	1	-0.1	3	-0.2	-6	-8	-2	-0.9	-1.3
CCC1CCCCN1C(=O)CSc1nc2c(c(=O)n1C)SC(C)C2 (stereo not drawn)
    0	-0.3	0	-0.7	1	-1.5	-2	2	-2	0.1	-0.7
COc1ccc(Cl)cc1C(=O)OCC(=O)N(C)CC(=O)Nc1ccc(F)cc1
    2	1.1	-1	2.7	-2	-0.8	2	6	-2	2.7	-0.7
O=C(COc1ccc2c(c1)OCO2)Nc1cccc(F)c1
    -3	1.7	0	1.8	-2	1.4	-6	-1	1	8.8	-0.2
Cn1c(=O)[nH]c(=O)c2c1nc1n2CCN1Cc1ccccc1
    -1	0.5	0	-0.8	1	-1.0	5	-7	0	-0.6	-1.3
Cc1cc(NC(=O)c2ccccc2)no1
    -5	0.2	1	3.1	4	1.4	2	-1	3	5.4	-0.7
CN(C(=O)COC(=O)c1cc2c(s1)CCCCC2)c1ccccc1
    5	-0.6	2	-1.6	-1	0.5	-6	5	-1	3.0	-1.0
O=[N+]([O-])c1ccc(-n2cnc3ccccc32)c([N+](=O)[O-])c1
    -4	1.4	-1	4.3	-1	-1.6	-2	7	1	0.0	-0.6
CC1Cc2cccc3c(O)c(C(=O)c4nn[nH]n4)c(=O)n1c23 (stereo not drawn)
    -2	-1.6	-4	0.9	7	-0.2	-2	-2	-2	-1.0	-1.9
Cc1ccc2nc(C(C)(C)C)c(Cc3ccsc3)n2c1
    -5	.	-13	1.0	7	-0.7	-13	11	-2	-0.7	-0.3
CC(C)NC(=O)N1Cc2cc(C(=O)NC3CCCC3)nc(-c3cccc(-c4cccnc4)c3)c2[C@@H]1CCO
    -2	.	1	-0.6	1	-4.7	-1	5	-5	-2.6	-1.8
O=C(CCc1ccccc1)N=C1SC2CS(=O)(=O)CC2N1c1cccc(F)c1 (stereo not drawn)
    -2	1.0	3	1.2	-2	0.0	-1	5	0	2.2	-1.4
Oc1ccccc1C1=NOC(O)(C(F)F)C1 (stereo not drawn)
    -2	0.0	1	-1.9	0	0.4	3	-4	-2	0.4	-0.7
O=S(=O)(NCc1ccccc1)c1cnc[nH]1
    -2	-0.4	1	1.4	-4	0.3	-6	-2	2	-0.7	-0.7
C/C(=N\NC(=O)c1c(Cl)c(C)nn1C)c1cccc(NC(=O)C2CCCC2)c1
    -6	1.0	-3	-1.8	0	-0.7	-8	-1	-2	4.9	-1.0
Nc1c(Cl)ncnc1NCCO
    3	0.5	3	-1.5	0	0.3	2	-9	2	3.6	-1.3
COc1ccc(-n2c(SCC(=O)C(C)(C)C)nc3ccsc3c2=O)cc1
    -3	-0.6	1	-0.9	1	-0.8	-7	21*	-3	-2.9	-2.0
CCn1c(SCC(=O)Nc2ccc(OC)c(OC)c2)nc2c(c1=O)SCC2
    -4	-0.2	2	-3.5	0	0.4	-9	-1	-3	-2.4	-1.5
Cc1ccc(CSc2ncnc3c2cnn3-c2ccc(C)cc2)cc1
    -2	0.5	0	5.6	3	1.2	0	7	0	6.1	-0.8
O=C1CC(c2ccco2)Cc2c1cnn2-c1nc2ccccc2s1 (stereo not drawn)
    -3	1.1	-1	0.8	2	0.4	2	2	0	-0.8	-1.4

In a second layout: results already given.
Compound	ADAM17 inh	DAX1 inh-1	PLC-gamma1 inh	hcDAF-12 act	MBD2 DNA inh	DAX1 inh-2	PLC-beta3 inh	Rev-erbA mod	SMARCA2 act	hgDAF-12 ag	ssDAF-12 act
N#Cc1c[nH]n2c(=O)cc(Cc3ccccc3)nc12	-7	-1.0	-3	-1.1	3	0.2	-2	1	-2	0.3	-1.1
CCCCn1cc(S(=O)(=O)c2ccccc2)c(=O)c2cc(C)ccc21	-2	-0.3	1	-0.1	3	-0.2	-6	-8	-2	-0.9	-1.3

(cont.)
The line under a structure holds: ADAM17 inh	DAX1 inh-1	PLC-gamma1 inh	hcDAF-12 act	MBD2 DNA inh	DAX1 inh-2	PLC-beta3 inh	Rev-erbA mod	SMARCA2 act	hgDAF-12 ag	ssDAF-12 act
Nc1c(C(=O)c2ccccc2)sc2nsc(SCCN3CCCC3)c12
    -4	-4.2	-41	1.9	-11	-1.6	-59	-2	1	-4.6	-0.4
COC(=O)c1cc(C)nc(Sc2ccccc2N)n1
    -3	.	1	0.8	-4	0.1	0	4	-1	0.8	-1.6
CC(NCC(O)COC1CCC(C(C)(C)C)CC1)c1ccccc1 (stereo not drawn)
    -1	-1.5	4	0.6	4	-0.8	-35	-4	0	-2.5	-0.8
CCCCn1c(N)c(N(CCOC)C(=O)C2CC(=O)N(Cc3ccco3)C2)c(=O)[nH]c1=O (stereo not drawn)
    -5	0.5	-5	1.1	1	0.3	-12	-6	-2	-0.9	-1.4
CCN(CC)CCN1C(=O)C(=O)/C(=C(/O)c2cnn(-c3ccccc3)c2C)C1c1cccnc1 (stereo not drawn)
    0	-1.1	4	-0.7	1	-0.5	-2	0	-2	-0.8	-1.0
CN(Cc1ccccc1F)C(=O)c1cccc(NC(=O)CC2SC(N3CCCCC3)=NC2=O)c1 (stereo not drawn)
    5	-2.5	-13	-1.6	-3	0.6	-16	-7	-5	-3.5	-0.9
CCC(C)(C)n1nnnc1CN(Cc1cccs1)Cc1cc2cc(OC)ccc2[nH]c1=O
    -21	0.0	-11	-0.6	-4	-0.2	-13	0	-2	-3.0	-1.3
O=C(COc1ccc(Cl)cc1Br)Nc1nnc(C2CC2)s1
    0	0.4	-2	-1.0	3	0.2	-4	4	2	1.6	-1.3
O=C1C=C(c2ccc(CO)cc2)C[C@@H](c2ccc(F)cc2)C1
    -1	-0.2	-3	0.7	0	-1.4	-1	4	-3	2.0	-1.3
Cc1cccnc1NC(=O)C1c2ccccc2Oc2ccccc21
    -2	-0.9	-2	-1.5	-6	-0.4	-2	2	-1	-1.5	-1.1
CCC(C)N=C1Sc2nc3ccc(C)cc3cc2CN1CCOC (stereo not drawn)
    -9	1.5	-13	-0.3	-3	0.0	-16	2	3	4.5	-1.4
Nc1ccc(/C=C/c2ccc3ncccc3c2)cc1
    -12	1.3	-194	3.6	-6	1.9	-240	7	1	8.8	-0.6
COCc1nnc(NC(=O)c2ccc(S(=O)(=O)N3CCOCC3)cc2)o1
    2	1.6	-1	3.1	-1	-0.9	-6	-9	-1	1.0	-1.2
CCCc1nn(C)c(C(=O)Nc2cccc(Cl)c2)c1Cl
    3	1.5	1	-4.4	1	-2.1	0	3	-3	-7.1	-2.2
O=C(CCc1ccc(O)c(O)c1)NNC(=S)Nc1ccc(Br)cc1Cl
    0	.	3	-0.6	2	-0.2	-4	0	3	-1.5	-0.7
Oc1ccccc1-n1c(-c2ccccc2)ccc1-c1ccccc1
    3	-0.9	-1	-1.3	-11	-0.6	-10	0	-1	-0.5	-1.0
CC(OC(=O)c1oc2ccccc2c1CSC1CCCCC1)C(=O)NC(N)=O (stereo not drawn)
    -1	-1.2	0	-1.2	2	-0.1	3	0	3	-0.2	-1.1
COc1ccc(N(CC(=O)NCC2CCCO2)S(=O)(=O)c2ccccc2)cc1OC (stereo not drawn)
    -1	-1.1	-2	-0.9	-3	0.0	-4	2	0	0.2	-1.4
C#CCNC(=O)C1=C[C@H](c2cn(C(C)=O)c3ccccc23)C[C@H](OCc2ccc(CO)cc2)O1
    2	-1.0	-22	-2.6	-6	-0.8	-25	0	-1	-3.0	-1.4

A different layout for part of the listing above.
mol	ADAM17 inh	DAX1 inh-1	PLC-gamma1 inh	hcDAF-12 act	MBD2 DNA inh	DAX1 inh-2	PLC-beta3 inh	Rev-erbA mod	SMARCA2 act	hgDAF-12 ag	ssDAF-12 act
CCC(C)(C)n1nnnc1CN(Cc1cccs1)Cc1cc2cc(OC)ccc2[nH]c1=O	-21	0.0	-11	-0.6	-4	-0.2	-13	0	-2	-3.0	-1.3
O=C(COc1ccc(Cl)cc1Br)Nc1nnc(C2CC2)s1	0	0.4	-2	-1.0	3	0.2	-4	4	2	1.6	-1.3
O=C1C=C(c2ccc(CO)cc2)C[C@@H](c2ccc(F)cc2)C1	-1	-0.2	-3	0.7	0	-1.4	-1	4	-3	2.0	-1.3
Cc1cccnc1NC(=O)C1c2ccccc2Oc2ccccc21	-2	-0.9	-2	-1.5	-6	-0.4	-2	2	-1	-1.5	-1.1
CCC(C)N=C1Sc2nc3ccc(C)cc3cc2CN1CCOC (stereo not drawn)	-9	1.5	-13	-0.3	-3	0.0	-16	2	3	4.5	-1.4
Nc1ccc(/C=C/c2ccc3ncccc3c2)cc1	-12	1.3	-194	3.6	-6	1.9	-240	7	1	8.8	-0.6
COCc1nnc(NC(=O)c2ccc(S(=O)(=O)N3CCOCC3)cc2)o1	2	1.6	-1	3.1	-1	-0.9	-6	-9	-1	1.0	-1.2
CCCc1nn(C)c(C(=O)Nc2cccc(Cl)c2)c1Cl	3	1.5	1	-4.4	1	-2.1	0	3	-3	-7.1	-2.2
O=C(CCc1ccc(O)c(O)c1)NNC(=S)Nc1ccc(Br)cc1Cl	0	.	3	-0.6	2	-0.2	-4	0	3	-1.5	-0.7

Screening data as filed in PubChem.
